Source: PubChem BioAssay (several laboratories)
Kir21 block: inhibitors of mouse Kir2.1 inward-rectifier potassium channel; hit rate 0.85% among 310,000; B-score at 10 µM; P35561; HEK293-Kir2.1, FluxOR thallium flux fluorescence; active compounds read low;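 active means fluorescence ratio B-score at or below minus 3 SD of library scores, with starting-brightness B-score within 2 SD, cut at about -4.2 in these data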;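 further: channel flux triggered by added potassium and thallium sulfate stimulus; B-score of peak minus minimum fluorescence over baseline after thallium stimulus; more negative B-score means stronger Kir2.1 block with less thallium influx; some compounds called inactive have numbers as strong as hits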
Target sequence (P35561 whole entry, looked up): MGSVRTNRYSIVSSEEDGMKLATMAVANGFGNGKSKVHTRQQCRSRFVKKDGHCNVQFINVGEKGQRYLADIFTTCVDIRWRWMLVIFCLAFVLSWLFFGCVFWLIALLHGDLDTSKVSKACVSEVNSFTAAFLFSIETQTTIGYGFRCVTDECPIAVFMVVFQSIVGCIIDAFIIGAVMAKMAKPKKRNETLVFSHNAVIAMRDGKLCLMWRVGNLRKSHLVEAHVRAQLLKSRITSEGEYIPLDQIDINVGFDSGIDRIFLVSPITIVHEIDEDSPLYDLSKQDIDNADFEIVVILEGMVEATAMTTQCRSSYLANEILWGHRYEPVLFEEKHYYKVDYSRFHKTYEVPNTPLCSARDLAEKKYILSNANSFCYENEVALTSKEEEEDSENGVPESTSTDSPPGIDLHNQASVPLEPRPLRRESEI
KCNQ2 inh: KCNQ2 potassium channel inhibitors, primary screen, cell-based, CHO-K1, FluxOR thallium flux, B-score (AID 2156) | O88943 | 20 min; active compounds read low | hit rate 1.1% among 310,000 | B-score at 10 µM;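 active means fluorescence ratio B-score at most minus 3 library SDs, with starting brightness B-score within 2 library SDs, cut at about -5.5 in these data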
STK33 kinase inh: blocks human STK33 kinase activity. Q9BYT3. purified STK33, MBP phosphorylation, ADP-Glo luminescence. inhibition, % at 10 µM. hit rate 0.073% among 320,000. AID 2661;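 active means inhibition at or above 25%, using the most active replicate where run in duplicate; inactive means inhibition below 25%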
Target sequence (Q9BYT3 whole entry, looked up): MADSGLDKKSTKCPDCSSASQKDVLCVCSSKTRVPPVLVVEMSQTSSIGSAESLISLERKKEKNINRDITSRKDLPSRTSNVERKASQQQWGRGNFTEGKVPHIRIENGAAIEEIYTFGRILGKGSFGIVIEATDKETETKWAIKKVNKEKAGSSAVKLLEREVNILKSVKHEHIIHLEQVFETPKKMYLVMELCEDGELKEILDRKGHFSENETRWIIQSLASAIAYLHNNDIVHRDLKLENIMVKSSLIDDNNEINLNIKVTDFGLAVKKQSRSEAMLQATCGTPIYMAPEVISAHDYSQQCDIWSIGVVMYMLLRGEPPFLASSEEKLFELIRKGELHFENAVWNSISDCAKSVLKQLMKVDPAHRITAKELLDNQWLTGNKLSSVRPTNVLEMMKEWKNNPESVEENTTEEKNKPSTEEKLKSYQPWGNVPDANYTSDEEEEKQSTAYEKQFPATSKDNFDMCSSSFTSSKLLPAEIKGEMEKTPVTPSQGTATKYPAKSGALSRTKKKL
An asterisk follows results filed as active; i = inactive.

SMILES	Kir21 block	KCNQ2 inh	STK33 kinase inh
O=c1cc(-c2ccccc2)nc(Cc2c(Cl)cccc2Cl)[nH]1	2.1	i	-0.7
CCOC(=O)CSc1nnc(CNC(=O)c2ccc(S(=O)(=O)N3CCCC3)cc2)n1C	0.14	i	-1.8
CC(=O)c1ccc(S(=O)(=O)N2CCN(C(=O)CSc3ccc(F)cc3)CC2)cc1	0.55	i	-0.3
O=C(O/N=C1/CCCc2occc21)c1ccccc1	1.5	i	1.6
Cc1cccc(C)c1OCC(=O)NCC1CCCO1 (stereo not given)	-2.6	i	-1.4
N#CC1=C(N)C(C#N)(C#N)[C@H](c2ccsc2)[C@H]2COCC=C12	-1.8	i	0.9
COc1cc(/C=N\NC(=O)OC(C)(C)C)ccc1OC(=O)c1ccco1	0.1	i	-1.7
CC1(C)C2C(Cl)(Cl)C2(C)c2ccccc2N1C=O (stereo not given)	0.31	i	-0.4
COc1cccc(OCC(=O)NNC(=O)c2cccs2)c1	0.24	i	-1.8
c1ccc(C2CCCN(Cc3nc(CC4CC4)no3)CC2)cc1 (stereo not given)	1.9	i	-1.9
CCN(CC)S(=O)(=O)c1ccc(N2CCOCC2)c(NC(=O)C(C)(C)C)c1	-0.51	i	-0.5
Cc1nn(Cc2ccccc2)c2c1C(c1cccnc1)C(C#N)=C(N)O2 (stereo not given)	1.8	i	1.2

By substructure: those above containing a tert-butyl group (2)
SMILES	Kir21 block	KCNQ2 inh	STK33 kinase inh
COc1cc(/C=N\NC(=O)OC(C)(C)C)ccc1OC(=O)c1ccco1	0.1	i	-1.7
CCN(CC)S(=O)(=O)c1ccc(N2CCOCC2)c(NC(=O)C(C)(C)C)c1	-0.51	i	-0.5

Going on with the list:
SMILES	Kir21 block	KCNQ2 inh	STK33 kinase inh
CCN(CC(=O)Nc1ccc(NC(C)=O)cc1)C(=O)/C=C/c1cn(-c2ccccc2)nc1-c1cccs1	0.18	i	-0.3
Cc1ccccc1NC(=S)N(Cc1ccccc1)Cc1cccs1	-0.78	i	-1.6
O=C(CCCn1c(SCc2cccc(F)c2)nc2ccccc2c1=O)NCC1CCCO1 (stereo not given)	0.23	i	-0.4
Cn1c(CCNC(=O)c2cccs2)nnc1SCC(=O)Nc1nc(-c2ccccc2)cs1	0.01	i	0.7
Cc1noc(C)c1COC(=O)c1ccc(S(=O)(=O)N2CCCCC2)cc1	-0.85	i	0.2
CCn1nnnc1SCC(=O)Nc1nnc(C(C)C)s1	1.6	i	-1.8
CCOC(=O)N1CCN(C(=O)CNC2CCCCCCC2)CC1	-0.14	i	-2.1
CCOC(=O)c1cc(-c2cccc([N+](=O)[O-])c2)nc2[nH]c(=O)[nH]c(=O)c12	2.4	i	-0.1
Cc1ccc(N2C(=O)C(Cl)=C(N3CCOCC3)C2=O)c(C)c1	1.7	i	0.0
COc1cccc(C2CC(=O)Nc3c2c(=O)n(C)c(=O)n3C)c1OC (stereo not given)	-1	i	-1.0
O=C(O)c1ccc(CSc2nnc(-c3ccncc3)n2-c2ccc(Cl)cc2)cc1	-0.28	i	0.3
O=C(CN1CCN(S(=O)(=O)c2cc(Cl)ccc2Cl)CC1)c1ccc(O)c(O)c1	-0.32	i	-0.3

Four entries from above, with values ahead of the structure.
Kir21 block,KCNQ2 inh,STK33 kinase inh,canonical_smiles
0.23,i,-0.4,O=C(CCCn1c(SCc2cccc(F)c2)nc2ccccc2c1=O)NCC1CCCO1 (stereo not given)
0.01,i,0.7,Cn1c(CCNC(=O)c2cccs2)nnc1SCC(=O)Nc1nc(-c2ccccc2)cs1
-0.85,i,0.2,Cc1noc(C)c1COC(=O)c1ccc(S(=O)(=O)N2CCCCC2)cc1
1.6,i,-1.8,CCn1nnnc1SCC(=O)Nc1nnc(C(C)C)s1

Next section:
SMILES	Kir21 block	KCNQ2 inh	STK33 kinase inh
CC(c1ccccc1)N1C(=O)NC(NC(=O)c2cccnc2)(C(F)(F)F)C1=O (stereo not given)	0	i	0.6
O=C1OCc2ccc(NC(=O)c3ccccc3C(=O)O)cc21	0.33	i	-1.1
O=C(c1ccc([N+](=O)[O-])cc1)N1CCc2ccccc2C1	0	i	-0.7
O=Cc1cn(CC(=O)Nc2ccc3c(c2)OCO3)c2ccccc12	0.21	i	0.2
COc1ccc(OCC(=O)Nc2c3c(nn2-c2ccccc2)CS(=O)(=O)C3)cc1	1	i	-1.3
COC(=O)c1ccc2c(=O)n(CCCCCC(=O)NCCNC(C)=O)c(=O)[nH]c2c1	-1.9	i	-1.9
O=C(Cc1ccc([N+](=O)[O-])cc1)N1CCN=C1SCc1ccccc1	-0.12	i	0.1
COc1ccccc1CNC(=O)CN1C(=O)c2ccccc2S1(=O)=O	-0.08	i	-1.4
CC12CCC(C(=O)OC3CCCCC3)(OC1=O)C2(C)C (stereo not given)	-1.6	i	-1.0
CSCC(C)N1CCC(n2nccc2NC(=O)c2ccccc2C)CC1 (stereo not given)	-0.84	i	-0.5
O=C(NCCc1ccccc1)C1CCN(S(=O)(=O)N2CCOCC2)CC1	-0.5	i	-1.8
CC(=O)C1=C(C)Nc2ncnn2C1c1ccc(Br)cc1 (stereo not given)	0.11	i	-2.9

(continued)
SMILES	Kir21 block	KCNQ2 inh	STK33 kinase inh
N#Cc1ccc(S(=O)(=O)NC2CCCCNC2=O)cc1 (stereo not given)	-1.2	i	-0.3
O=C(CSCCO)Nc1cc(C(F)(F)F)ccc1Cl	-0.38	i	-0.5
CCc1ccccc1Nc1nc2ccccc2n1CC	1.5	i	0.6
Cc1cc(=O)[nH]c(SCC(=O)Nc2ccc3c(c2)OCCO3)n1	-0.05	i	-0.4
C=CCn1c(SCC(=O)Nc2ccc(NC(=O)c3ccco3)c(OC)c2)nnc1-c1ccncc1	0	i	1.1
O=C(COc1ccc(Cl)cc1)NCc1nnc(SCC(=O)NCc2ccc3c(c2)OCO3)o1	1.8	i	-0.5
Cc1cccc2cc(CN(CCc3ccccc3)C(=O)N3CCOCC3)c3nnnn3c12	0.25	i	-1.2
COc1ccc(OC)c(-c2cc(C(=O)NCCCn3ccnc3)no2)c1	-2.9	i	0.5
COc1cccc(C(=O)NNC(=O)c2cccc(F)c2)c1	-2.4	i	0.2
CCOc1ccc(N2C(=O)/C(=C\c3ccccc3OC)S(=O)(=O)C2c2cccc([N+](=O)[O-])c2)cc1 (stereo not given)	0.01	i	-1.9
Cc1cc(OCC(=O)Nc2ccccc2N2CCCCC2)ccc1C(C)C	-1.2	i	-1.8
COc1ccc(C(c2nnnn2C2CCCCC2)N2CCN(c3ccc(OC)cc3)CC2)cc1 (stereo not given)	-2.5	i	-4.9

The list continues:
SMILES	Kir21 block	KCNQ2 inh	STK33 kinase inh
CCCOC(=O)C1=C(C)NC(=O)NC1c1cc2c(cc1Br)OCO2 (stereo not given)	0.95	i	-1.6
CCC(C)NS(=O)(=O)c1ccc(NC(=O)Cc2ccc(OC)cc2)cc1 (stereo not given)	-1	i	-0.4
O=C(CNC(=O)c1cccs1)Nc1ncccc1O	1.8	i	-0.5
Oc1ccc(C2=CSC3=NCCN23)cc1O	1.2	i	-0.4
O=C(NN=C1CCCC1)c1cc(-c2ccccc2)n[nH]1	-0.01	i	-1.0
Cc1cc(C)n(-c2ccc(NC(=O)C3CCN(Cc4ccc(C)o4)CC3)cc2)n1	-0.86	i	-1.4
Cc1ccc(C(=O)NCC2CCCO2)o1 (stereo not given)	0.16	i	-1.4
CCC(C)C(N)C(=O)NC(CCC(=O)OCc1ccccc1)C(N)=O (stereo not given)	-1.4	i	0.6
Cc1ccc(NC(=O)CCC(=O)OCC(F)(F)C(F)F)cc1	0.44	i	-1.2
CC(C)n1c(O)c(N=NC(=O)c2ccccc2NS(=O)(=O)c2cccs2)c2ccccc21	-0.82	i	-0.8
CC1(C)C(=O)OC(c2cccs2)C2(CCCCC2)C1=O (stereo not given)	-0.01	i	-1.1
CNC(=O)CN(CCc1ccccc1)S(=O)(=O)c1ccc(OC)cc1	0.45	i	-0.4

New compounds follow
SMILES	Kir21 block	KCNQ2 inh	STK33 kinase inh
C/C(N)=C(/C#N)C(=O)CSc1nc2ccccc2c(=O)n1-c1ccc(C)c(Cl)c1	-0.12	i	-1.2
CCOC(=O)C1C(c2cccc(Cl)c2Cl)NC(=O)NC1(O)C(F)(F)F (stereo not given)	-1.9	i	1.1
O=C(O)CSc1ccc2nnc(-c3cccnc3)n2n1	1.9	i	4.9
C#CCNC(=O)C1=C[C@@H](c2ccc(C(F)(F)F)cc2)C[C@@H](OCCCCO)O1	2	i	-0.5
CCn1c(CC(=O)Nc2ccccc2)nnc1SCC(=O)NC1=NCCS1	1.8	i	-2.2
Cc1ccc(S(=O)(=O)N2CCN(C)CC2)c(C)c1N(C)S(=O)(=O)c1ccc(Cl)cc1	-0.91	i	-1.6
O=C(c1ccc(Cl)cc1Cl)N1CCC(c2nc3c(nnn3Cc3ccco3)c(=O)[nH]2)CC1	0.08	i	2.7
O=C(c1n[nH]c2ccccc12)N1CCOCC1	-0.01	i	0.1
COc1ccc(NC(=O)Cc2coc3ccc4ccccc4c23)cc1S(=O)(=O)N1CCOCC1	1.1	i	-1.9
CCCc1nc2oc3c(Cl)ncnc3c2c2c1CCCC2	-0.08	i	0.7
COc1ccc(CNC(=O)C2CC(C)=C(C)CC2C(=O)O)cc1 (stereo not given)	1.8	i	-0.2
CC1CCN(C(=O)c2cc(F)c(F)cc2Cl)CC1	0.69	i	-0.6

Later entries:
SMILES	Kir21 block	KCNQ2 inh	STK33 kinase inh
O=C(CCn1nc(-c2ccccc2)ccc1=O)N1CCOCC1	-0.39	i	0.0
CC(C)C(O)C1CCN(Cc2nc(-c3cccs3)no2)CC1 (stereo not given)	-2.2	i	-0.2
CCOC(=O)N1CCN(C(=O)CCCn2c(=O)[nH]c3ccccc3c2=O)CC1	1.7	i	-0.7
CC1CN(C(=O)CCC(=O)NCc2ccccc2)c2ccccc2O1 (stereo not given)	2.1	i	0.6
Cc1ccc(SCCNCc2ccco2)cc1	-1.6	i	-2.6
Cc1cc2cc(CN(Cc3ccco3)C(=S)NCC3CCCO3)c(=O)[nH]c2cc1C (stereo not given)	0.68	i	-1.1
CCOC(=O)C1(CCOC)CCN(Cc2ccc(COC)o2)CC1	-0.58	i	-1.1
COc1cccc(SCc2noc(C(=O)NC(C)C)c2C(=O)O)c1	-0.35	i	1.2
Cc1ccc(NC(=S)NCCN2CCOCC2)cc1F	-0.45	i	0.1
O=C(Nc1ccccc1)c1ccc(N2CCN(c3ccccc3)CC2)c(S(=O)(=O)N2CCOCC2)c1	0.2	i	-1.1
OC(COC1CCCCC1)CN1CCCCC1 (stereo not given)	2	i	-0.3
Cc1cc(N2CCCCCC2)nc(-c2ccccc2O)n1	-0.27	i	1.0

More compounds
SMILES	Kir21 block	KCNQ2 inh	STK33 kinase inh
COc1cccc(CC(=O)OCC(=O)NC2(C#N)CCCCC2)c1	-1.4	i	-0.7
CCn1c(CC(=O)Nc2ccccc2)nnc1SCC(=O)Nc1ccccc1C(=O)OC	0.03	i	-2.4
CCN(C(=S)NCc1ccccc1)c1cccc2ccccc12	-2	i	-1.4
OC1CCN(C(=S)Nc2ccc(Nc3ccccc3)cc2)CC1	-1.3	i	0.5
Cc1cc(C)c2c(=O)[nH]cnc2n1	-0.44	i	-1.3
CN(Cc1c(C(=O)N2CCc3ccccc3C2)nc2ccc(Cl)cn12)C(C1CC1)C1CC1	-3.7	-7.9*	0.2
CN1CCN(c2nc3c(c(=O)[nH]c(=O)n3C)n2CC(N)=O)CC1	-2.5	i	-1.4
COc1ccc(C2Nc3ccccc3C(=O)N2NS(=O)(=O)c2ccc(C)cc2)cc1 (stereo not given)	-0.45	i	0.3
COc1ccc(C(=O)CSc2nnc(NC(=O)C3CC(=O)N(c4ccccc4C)C3)s2)cc1 (stereo not given)	1.6	i	-1.4
Cc1nc2ccc(S(=O)(=O)NC(C(=O)Nc3nccs3)C(C)C)cc2s1 (stereo not given)	0.82	i	-0.3
COc1ccccc1N1CCN(C(=O)CCc2ccc(S(=O)(=O)NCC(C)C)cc2)CC1	0.01	i	-2.4
CC(C(=O)Nc1ccc(N(C)C)cc1)N1C(=O)c2ccccc2S1(=O)=O (stereo not given)	0.7	i	0.6

Continued.
SMILES	Kir21 block	KCNQ2 inh	STK33 kinase inh
O=C(N[C@H]1CCCCNC1=O)c1cc(COc2ccc(F)cc2F)on1	0.65	i	-0.7
O=C(c1ccc(-n2cccc2)cc1)N1CCOCC1	-0.02	i	-1.9
COc1ccc(Cn2nc(C)cc2C)cc1OC	-0.13	i	-4.0
CCn1c(=O)c2cc(C(=O)Nc3cccc(C(C)=O)c3)sc2c2ccccc21	1.4	i	-1.9
CC(C)CSc1nc2c(=O)[nH][nH]c(=O)c2n1Cc1ccccc1	1.8	i	-1.6
O=C(COc1ccccc1)N1CCN=C1SCc1cccnc1	-0.03	i	-0.1
O=C1c2ccsc2SCCN1Cc1ccc(F)cc1	0.42	i	-1.6
CCOC(=O)C1CCN(C(=O)C2CCN(S(=O)(=O)c3cc(Cl)ccc3OCC)CC2)CC1	0.45	i	0.5

No enrichment for hits. About 1.9% of those tested had a hit in this group.
